# Screening results as filed in PubChem BioAssay.
# TMEM16A inh = inhibitors of mouse TMEM16A calcium-activated chloride channel; AID 588511; 310,000 tested, 1.2% active; normalized B-score (activity score, 25-100; higher = stronger inhibition) at 10 µM; HEK293 TMEM16A/YFP iodide influx fluorescence, ionomycin;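 active means ratio plate-corrected score three or more library SD toward inhibition, starting fluorescence score within five deviations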;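 further: score derived from kinetic fluorescence span divided by baseline fluorescence per well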
# KCNQ1 act = potentiators or activators of human KCNQ1 potassium channel | P51787 | CHO-K1 KCNQ1, thallium flux FluxOR fluorescence; stronger effect = higher value | B-score at 10 µM | 310,000 tested, 0.35% active | AID 2648;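 active means fluorescence ratio B-score, a plate-corrected score, at least three library SD, with initial intensity B-score within 5 SD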
#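 Test system: CHO-K1 cells stably expressing KCNQ1 / Medium: assay buffer / Also added: depolarizing K+/Tl+ stimulus, K2SO4 and Tl2SO4 each 12.5 mM in 5x stock / Incubation: 90 min dye loading and 20 min compound exposure, both at room temperature / Signal: thallium influx via FluxOR fluorescence, kinetic imaging / Evaluation: B score of baseline-normalized fluorescence ratio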
# RGS4 act = RGS4 potentiation or activation; HEK293 M3R/inducible RGS4, carbachol calcium flux Fluo4; stronger effect = lower value; B-score at 10 µM; 310,000 tested, 0.92% active; AID 463111;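 active means B-score of the integrated calcium signal more than 4 SD below the library mean, with starting fluorescence not abnormally high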;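 further: negative B-score means reduced calcium response which marks RGS4 activation or potentiation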
#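 Assay system: Inducible-RGS4 HEK293 cells carrying M3 receptor | Schedule: Compound preincubation 20 min at room temperature before agonist | Signal: Kinetic calcium fluorescence imaging with Fluo4-AM dye, 2 µM | Read-out basis: B score from integrated fluorescence ratio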
# KCNQ1 inh = human KCNQ1 channel inhibition; P51787; CHO-K1 KCNQ1, FluxOR thallium flux fluorescence; stronger effect = higher value; B-score at 10 µM; 310,000 tested, 1.3% active;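 active means compounds whose thallium flux B-score, printed positive for inhibition, exceeds three library SD while starting fluorescence stays within three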;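 further: channel opened by potassium depolarization with thallium stimulus after 20 min compound exposure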
# KCNK9 inh = inhibitors of human KCNK9 two-pore domain potassium channel; Q9NPC2; HEK293 KCNK9, FluxOR thallium flux fluorescence; stronger effect = lower value; B-score at 10 µM; 310,000 tested, 1.2% active;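 active means ratio B-score over 3 SD below the library mean, with starting fluorescence within 5 SD of its mean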;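 further: negative B-score means less thallium flux so channel inhibition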
# Target sequence (Q9NPC2 whole entry, looked up, the tested form may be a part): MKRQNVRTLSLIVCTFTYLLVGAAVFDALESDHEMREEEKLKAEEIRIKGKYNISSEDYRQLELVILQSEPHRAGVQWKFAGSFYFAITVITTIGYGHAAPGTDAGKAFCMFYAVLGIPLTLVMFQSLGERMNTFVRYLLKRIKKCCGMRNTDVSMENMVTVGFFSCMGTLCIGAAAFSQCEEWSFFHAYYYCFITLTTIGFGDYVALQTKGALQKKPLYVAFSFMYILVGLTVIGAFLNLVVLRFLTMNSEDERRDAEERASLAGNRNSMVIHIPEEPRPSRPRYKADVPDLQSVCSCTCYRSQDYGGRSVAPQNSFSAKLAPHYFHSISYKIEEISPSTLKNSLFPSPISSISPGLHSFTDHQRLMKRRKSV
# hERG rescue = shields human hERG channel from block by proarrhythmic agents; CHO-hERG, FluxOR thallium flux, dofetilide IC70 present; activation (rescue from dofetilide block), less the hit threshold, % at 10 µM; 310,000 tested, 0.51% active;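 active means activation above the mean of controls blocked by dofetilide plus 5 SD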;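 further: thallium influx through hERG after potassium depolarization seen as dye fluorescence rise; in these data hits start at about 4.7%; inactives centre near -7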
# MrgX1 PAM = allosterically activates human MrgX1 receptor signaling; Q96LB2; MrgX1-HEK293, Fluo-4 calcium flux, FDSS; stronger effect = higher value; B-score at 10 µM; 310,000 tested, 0.63% active; AID 588675;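 active means plate-corrected calcium response at least 3 library SD above typical, normal starting fluorescence, not activating the receptor alone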;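 further: compound read alongside a low EC10 to EC30 dose of BAM8-22 agonist; peak minus trough fluorescence over baseline measured at the second addition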
# MrgX1 ag = activates human MrgX1 receptor signaling; MrgX1-HEK293 cells, Fluo-4 calcium fluorescence, agonist mode; stronger effect = higher value; AID 588627; B-score at 10 µM; 310,000 tested, 0.44% active; Q96LB2;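 active means calcium response B-score plate-corrected fluorescence ratio at least 3 library SD, with starting fluorescence B-score inside 5 SD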
#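 Material – MrgX1-expressing HEK293 cells · Input – 15,000 cells seeded per well · Dosing – compound as first of three additions · Times – overnight seeding, then 1 h dark dye loading · Measured by – kinetic Fluo-4 NW fluorescence of intracellular calcium · Read-out – B-scored fluorescence response ratio · Benchmarks – positive and negative control wells on each plate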
# ANO1 activ = activates or potentiates the mouse TMEM16A chloride channel; HEK293 TMEM16A/YFP-H148Q/I152L, iodide quench fluorescence; stronger effect = lower value; 340,000 tested, 0.3% active; B-score at 10 µM;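 active means fluorescence-ratio B-score plate-corrected deviation score at least 3 library SD below zero, with starting fluorescence score within 5 deviations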;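 further: channel opened by trigger with iodide after compound preincubation; score built on the fluorescence ratio of max minus min over baseline; more negative score means more quench and so TMEM16A activation or potentiation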
# KCNK3 inh = human KCNK3 channel inhibition, primary screen; B-score at 10 µM; O14649; AID 602410; 340,000 tested, 0.84% active; CHO-KCNK3 thallium flux, FluxOR fluorescence; stronger effect = lower value;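 active means B-score under library mean minus 4 SD, starting fluorescence ratio at most library mean plus 5 SD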;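 further: more negative B-score means stronger inhibition of thallium flux through KCNK3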
# Target sequence (O14649 whole entry, looked up): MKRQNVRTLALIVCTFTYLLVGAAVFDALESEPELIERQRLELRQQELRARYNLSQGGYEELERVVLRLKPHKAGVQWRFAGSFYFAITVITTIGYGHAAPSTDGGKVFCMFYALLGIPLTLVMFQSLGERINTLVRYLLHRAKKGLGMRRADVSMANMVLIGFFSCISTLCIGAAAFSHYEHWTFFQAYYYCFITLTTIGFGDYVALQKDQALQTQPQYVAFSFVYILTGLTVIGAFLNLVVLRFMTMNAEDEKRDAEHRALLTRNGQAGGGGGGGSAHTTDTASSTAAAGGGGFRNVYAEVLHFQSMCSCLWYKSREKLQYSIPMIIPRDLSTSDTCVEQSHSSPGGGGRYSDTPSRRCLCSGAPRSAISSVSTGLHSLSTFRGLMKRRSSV
# RGS4 inh = human RGS4 inhibition; HEK293 M3R/RGS4 inducible, Fluo-4 calcium flux; stronger effect = higher value; triggered by carbachol at its EC20; B-score at 10 µM; 310,000 tested, 0.45% active;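 active means B-score, a plate-corrected calcium signal, over three deviations above library mean, with baseline fluorescence within five deviations of library mean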;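 further: RGS4 expression induced by doxycycline in cells with stable M3 receptor; B-score is computed from the integrated fluorescence ratio over baseline after carbachol; higher B-score means a larger calcium signal and so more RGS4 inhibition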
# Target sequence (P49798 whole entry, looked up): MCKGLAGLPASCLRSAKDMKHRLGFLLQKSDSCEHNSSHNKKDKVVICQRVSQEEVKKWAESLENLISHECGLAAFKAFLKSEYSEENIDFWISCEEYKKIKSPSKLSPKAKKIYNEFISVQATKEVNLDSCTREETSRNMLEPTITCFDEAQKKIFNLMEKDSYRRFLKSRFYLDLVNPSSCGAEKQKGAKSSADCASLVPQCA
# * marks the source's active call; other numbers are inactive results; i = inactive; . = no result given. Outcome played no part in choosing rows; any-hit rate near 6.3%.
No.	SMILES	TMEM16A inh	KCNQ1 act	RGS4 act	KCNQ1 inh	KCNK9 inh	hERG rescue	MrgX1 PAM	MrgX1 ag	ANO1 activ	KCNK3 inh	RGS4 inh
1	COc1cccc(NS(=O)(=O)c2ccc3[nH]cc(C(=O)NC4CC4)c(=O)c3c2)c1	.	i	i	i	i	-4	.	.	i	i	i
2	O=C1CC(c2ccco2)CC2=C1C(c1ccccc1)n1nc(C(F)(F)F)nc1N2 (centres undefined)	i	i	i	i	i	-6	i	i	i	i	i
3	C=C1C(C(=O)Nc2ccc(F)cc2)C1C(=O)Nc1ccc(F)cc1 (centres undefined)	i	i	i	i	i	-14	i	i	i	i	i
4	O=C(CSc1nccc2ccccc12)N1CCN(Cc2ccc3c(c2)OCO3)CC1	i	i	i	i	i	-16	i	i	i	i	i
5	COCCCNS(=O)(=O)c1ccc2[nH]c(=O)[nH]c2c1	i	i	i	i	i	-6	i	i	i	i	i
6	COc1ccc(C(=O)NNC(=S)NC(=O)c2cccs2)cc1	i	i	i	i	-9.1*	-8	i	122*	i	i	i
7	CSCCC(NC(=O)COc1ccccc1)C(=O)N(C)CC(=O)Nc1c(C)cccc1C (centres undefined)	i	i	i	i	i	-13	i	i	i	i	i
8	Cc1cc(C)nc(NN2C(=O)/C(=C/c3ccc(O)cc3)SC2=S)n1	i	i	i	i	i	-10	i	i	i	i	i
9	CCOC(=O)C(NC(C)=O)(OCc1ccccc1)C(F)(F)F (centres undefined)	i	i	i	i	i	-4	i	i	i	i	i
10	CC1CCN(C(=O)CN2C(=O)C(C)(C)Oc3ccc(C(=O)NC(C)C)cc32)CC1	i	i	i	i	i	-7	i	i	i	i	i
11	O=C(CC12CC3CC(CC(Br)(C3)C1)C2)OCCN1CCCCC1	i	i	i	i	i	-9	i	i	i	i	i
12	Cc1c(C)n(C)c2ccc(C(=O)NCCCN3CCN(C)CC3)cc12	i	i	i	i	i	-7	i	i	i	i	i
13	CN(CC(=O)Nc1ccc(F)c(F)c1F)C(=O)Cc1ccc2c(c1)OCCO2	i	i	i	i	i	-4	i	i	i	i	i
14	CCCC1=[N+](CC(=O)c2ccccc2)CCn2c(C)ccc21	i	i	i	i	i	-4	i	i	i	i	i
15	CN1CCN(C(=S)Nc2cc([N+](=O)[O-])ccc2Cl)CC1	i	.	.	.	.	.	i	i	i	i	.
16	CCCCOC(=O)C1=C(C)NC(=O)NC1c1ccc(OC)cc1 (centres undefined)	i	i	i	i	i	-6	i	i	i	i	i
17	CCCCc1nnc(NC(=O)CCc2ccccc2)s1	i	i	i	i	i	-8	i	i	i	i	i
18	CC(=O)Nc1ccc(NC(=O)Cc2sc(C)nc2-c2ccc(C)cc2)cc1	i	i	i	i	i	-10	i	i	i	i	i
19	Cc1ccc(-n2nnnc2C(Cl)c2nnnn2-c2ccc(C)cc2)cc1	.	i	i	i	i	-9	.	.	i	i	i
20	Cc1cccc(-n2c3nc(=O)[nH]c(=O)c-3cc3c(C)nn(-c4ccccc4)c32)c1	i	i	i	i	i	-8	i	i	.	.	i
21	CC(=O)/C=C1/C(=O)Nc2ccccc21	i	i	i	i	i	-3	i	i	i	i	18*
22	O=C(c1ccc(N2C(=O)CCC2=O)cc1)N1CCOCC1	i	i	i	i	i	-6	i	i	i	i	i
23	Cc1ccc(NC(=O)CC2C(=O)N(Cc3ccccc3)C(=S)N2NC(=O)c2ccccc2)c(C)c1 (centres undefined)	i	i	i	i	i	-7	i	i	i	i	i
24	COc1cc(NS(=O)(=O)c2ccc(OC)c(C)c2C)c(OC)cc1Cl	25*	i	i	i	i	-5	i	i	i	i	i
25	CC(=O)c1ccc(Nc2nc(N3CCOCC3)nc(N3CCOCC3)n2)cc1	i	i	i	i	i	-10	i	i	i	i	i
26	Cc1cc(C(=O)N2CCN(c3ncccn3)CC2)sc1-c1ccccc1	i	i	i	i	i	-6	i	i	i	i	i
27	O=C(CSc1ccc(-c2cccc([N+](=O)[O-])c2)nn1)NCc1ccccc1	i	i	i	i	i	-8	i	i	i	i	i
28	COc1ccc(-c2noc(C3CCCN(C(=O)Nc4ccccc4)C3)n2)cc1 (centres undefined)	i	i	i	i	i	-7	i	i	i	i	i
29	Nc1ccc(N=Nc2ccccc2)c(N)n1	i	i	i	i	i	-8	i	i	i	i	i
30	CCOC(=O)NC(=O)/C(N=Nc1cccc(C(F)(F)F)c1)=C(\C)O	i	i	i	i	i	-14	i	i	i	i	i
31	Cc1ccccc1NC(=O)Nc1ccc2c(c1)CCC2	i	i	i	i	i	-11	i	i	i	i	i
32	CN(Cc1ccco1)C(=O)Cn1c(=O)oc2cc(S(=O)(=O)NCc3ccccc3)ccc21	i	i	i	i	i	-13	i	i	i	i	i
33	O=C(Cn1c(NCCO)nc2ccccc21)c1ccc(F)cc1	i	i	i	i	i	2	i	i	i	i	i
34	CCOC(=O)c1ccc(NC(=O)Cn2nnc(-c3ccccc3F)n2)cc1	i	i	i	i	i	-8	i	i	i	i	i
35	C[C@@H]1CN(C(=O)c2cc(COc3cccc(C(F)(F)F)c3)on2)C[C@H](C)O1	i	i	i	i	i	-4	i	i	i	i	i
36	CCS(=O)(=O)c1nc(S(=O)(=O)c2ccc(Cl)cc2)c(N2CCN(CCO)CC2)s1	i	i	i	i	i	-7	i	i	i	i	i
37	CCOC(=O)c1ccc(Oc2cn[nH]c2-c2ccc(OCC(=O)NN)cc2O)cc1	i	i	i	i	i	-5	i	i	i	i	i
38	O=C(COC(=O)c1ccccc1OC(F)F)Nc1ccc2[nH]c(=O)[nH]c2c1	i	i	i	i	i	-15	i	i	i	i	i
39	Cn1c(=O)c2[nH]c(N3CCN(c4cccc(O)c4)CC3)nc2n(C)c1=O	i	i	i	i	i	-5	i	i	i	i	i
40	Cc1ccc(S(=O)(=O)N2CCC[C@H]2C(=O)OCC(=O)c2ccc3c(c2)NC(=O)CO3)cc1	25*	i	i	i	i	-17	i	i	i	i	i
41	COc1cc2c(cc1OC)[C@H](C)N(C(=S)Nc1ccc(F)cc1)CC2	i	i	i	i	i	-10	i	i	i	i	i
42	Cc1ccc(-c2cc(C(=O)Nc3cccnc3)c3ccccc3n2)s1	i	i	i	i	i	-26	i	i	i	-12*	i
43	C/C(=N\NC(=O)c1ccccc1N)c1ccc(NC(=O)Cc2ccccc2)cc1	i	i	i	i	i	-8	i	i	i	i	i
44	CCOc1ccccc1Nc1nc(N)nc(CSc2nccc(C)n2)n1	i	i	i	i	i	-5	i	i	i	i	i
45	CCCCOC(=O)n1c(=O)oc2ccccc21	i	i	i	i	i	-7	i	i	i	i	i
46	COc1ccc(C)cc1S(=O)(=O)Nc1ccc2c(c1)N(C(C)=O)CCC2	i	i	i	i	i	-17	i	i	i	i	i
47	CCS(=O)(=O)N1CCN(CC(=O)NC2CCCCC2)CC1	i	i	i	i	i	-3	i	i	i	i	i
48	CCOC(=O)Cc1csc(NC(=O)c2c(O)c3ccccc3n(CC(C)C)c2=O)n1	i	i	i	i	i	-12	i	i	i	i	i
49	CO/N=C/C(=N\Nc1ccccc1)C(=O)c1ccccc1	i	i	i	i	i	-8	i	i	i	i	i
50	CC1CCc2c(sc(NC(=O)c3ccc(Cn4cc([N+](=O)[O-])cn4)o3)c2C#N)C1 (centres undefined)	i	i	i	i	-16*	-10	i	i	i	i	i
51	Cc1ccc2c(c1)nnn2C1CCN(S(=O)(=O)c2ccc3ccccc3c2)CC1	i	i	i	i	i	-1	i	i	i	i	i
52	CCOC(=O)Cn1c(=O)oc2cc(S(=O)(=O)NCC3CCCO3)ccc21 (centres undefined)	i	i	i	i	i	-10	i	i	i	i	i
53	O=C(c1ccc(S(=O)(=O)Nc2ccccc2F)cc1)N1CCCCCC1	i	i	i	i	i	-13	i	i	i	i	i
54	COc1cccc(CNC(=O)C2CCN(S(=O)(=O)c3ccc4c(c3)CC(C)N4C(=O)C3CC3)CC2)c1 (centres undefined)	i	i	i	i	i	-7	i	i	i	i	i
55	O=C(COc1ccccc1)Nc1nnc(S(=O)(=O)N2CCCCC2)s1	i	i	i	i	i	-4	i	i	i	i	i
56	N#Cc1ccc(CSc2nnc(-c3ccccc3)n2Cc2ccco2)cc1	i	i	i	i	i	-6	i	i	i	i	i
57	Cc1nc2ccc(S(=O)(=O)NC(C(=O)N3CCC(C)CC3)C(C)C)cc2s1 (centres undefined)	i	i	i	i	i	-8	i	i	i	i	i
58	O=C(c1ccccc1)C1CCN(C(=O)c2cccs2)CC1	i	i	i	i	i	-8	i	i	i	i	i
59	Cc1cc(C)c(S(=O)(=O)Nc2c(C)[nH]c(=O)[nH]c2=O)c(C)c1	i	i	i	i	i	-7	i	i	i	i	i
60	CCOc1cc(CN2CCCCC2)ccc1OC	i	i	i	i	i	-7	i	i	i	i	i

# Additional entries.
No.	SMILES	TMEM16A inh	KCNQ1 act	RGS4 act	KCNQ1 inh	KCNK9 inh	hERG rescue	MrgX1 PAM	MrgX1 ag	ANO1 activ	KCNK3 inh	RGS4 inh
61	COc1ccc(NC(=O)CN(C)S(=O)(=O)c2ccc(Br)s2)cc1OC	i	i	i	i	i	-12	i	i	i	i	i
62	COc1ccc(NC(=O)C2=C(C)NC(=O)NC2c2ccccc2[N+](=O)[O-])cc1 (centres undefined)	i	i	i	i	i	-9	i	i	i	i	i
63	Cc1cc(NS(=O)(=O)c2ccc(NC(=S)NC(=O)c3ccc(Cl)cc3Cl)cc2)no1	i	i	i	i	i	-8	i	i	i	i	i
64	O=C(Nc1cccc([N+](=O)[O-])c1)N1CCN(c2ccccc2)CC1	i	i	i	i	i	-13	i	i	i	i	i
65	Cc1cc2oc(=O)cc(CN3CCCCC3)c2cc1C(C)C	i	i	i	i	i	-9	i	51*	i	i	i
66	C/C(=N\NC(=O)c1cccs1)c1c(O)cc(C)oc1=O	i	i	i	i	i	-14	i	i	i	i	i
67	CC(=O)c1sc(NC(=O)COc2ccc(C(C)C)c(C)c2)nc1C	i	i	i	i	i	3	i	i	i	i	i
68	Cc1ccc(-n2c3c(cc(C(=O)N4CCN(C)CC4)c2=O)C(=O)CC(C)(C)C3)cc1	i	i	i	i	i	-11	i	i	i	i	i
